M. tuberculosis HTS: M. tuberculosis growth inhibition, HTS (AID 449762); actives 0.59% (n = 330,000); M. tuberculosis H37Rv growth inhibition, 7H9 media; higher % means a stronger effect; one-dose inhibition, % at 25 µM; IC50 in µM for titrated hits; in the data active means a potency from the dose series; inconclusive means inhibition above about 70% without an active follow-up result;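 further: bacterial growth assessed after seven days of incubation; strong numbers were not always called active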
tuberculosis growth: growth inhibition of non-replicating M. tuberculosis (AID 488890); Mycobacterium tuberculosis non-replicating, growth inhibition; higher % means a stronger effect; one-dose inhibition, % at 25 µM; IC50 in µM for titrated hits; actives 0.39% (n = 320,000); in the data active means a potency from the dose series; inconclusive means inhibition mostly from about 82% at the one dose, without a potency; inactive means the rest, 99 in 100 with inhibition below about 76%;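 further: plate controls were DMSO cells for no effect and high antibiotic wells for full effect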
H1N1 NS1A inhibition: H1N1 influenza NS1A inhibitors, functional cell based assay (AID 504329); NS1A functional cell-based assay, percent inhibition; higher % means a stronger effect; inhibition, % at 12.5 µM; hits with a dose series show IC50 in µM; actives 0.3% (n = 340,000); in the data active means a potency from the dose series; inconclusive means inhibition above about 27% without an active follow-up result; further: strong numbers were not always called active
inhibitors of VEEV: inhibitors of VEEV TC-83 cytopathic effect, confirmation, Vero cells (AID 588727). inhibition, % at 20 µM, or IC50 in µM where a hit was titrated. actives 0.13% (n = 350,000). Vero cells, VEEV TC-83 cytopathic effect inhibition; higher % means a stronger effect; in the data active means a potency from the dose series; inconclusive means inhibition mostly from about 14% at the one dose, without a potency; inactive means the rest, 99 in 100 with inhibition below about 12%; further: strong numbers were not always called active
Salmonella PhoP GFP: Inhibition of PhoP regulon, Salmonella typhi GFP reporter cells, confirmation, 4 h (AID 1850). Salmonella Typhi PhoP-promoter GFP reporter, fluorescence, 4 h; higher % means a stronger effect. actives 0.33% (n = 310,000). one-dose inhibition, % at 50 µM; IC50 in µM for titrated hits; in the data active means a potency from the dose series; inconclusive means inhibition mostly from about 25% at the one dose, without a potency; inactive means the rest, 99 in 100 with inhibition below about 19%;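 further: 0% = induced wells with vehicle and 100% = uninduced wells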
inhibitors of VEEV 10K pilot screen: recorded beside inhibitors of VEEV, whose call it bears; inhibition, %; measured here: 10K pilot screen inhibition
An asterisk follows results filed as active; i = inactive; ? = inconclusive; · = no result given.

SMILES | M. tuberculosis HTS | tuberculosis growth | H1N1 NS1A inhibition | inhibitors of VEEV | Salmonella PhoP GFP | others
COc1cc(OC)c2ccc(=O)oc2c1C(CCN1CCCCC1)c1ccc(N(C)C)cc1 (centres undefined) | -7% | 1% | 9% | 0.9% | 2%
COc1ccc(-c2onc(C)c2C)cc1S(=O)(=O)NCCc1ccco1 | 2% | 17% | 3% | 1.8% | 2%
COc1cc(Cl)ccc1OCc1cc(C(=O)N2CCCC(OC)C2)no1 (centres undefined) | 3% | 8% | -9% | 4.6% | -1%
COCCNC(=O)CSc1nnc(CCCN2C(=O)c3cccc4cccc(c34)C2=O)n1-c1ccccc1 | -5% | -1% | 15% | 1.2% | -6%
O=C(Nc1cccc(OC(F)(F)F)c1)c1ccc(Br)o1 | 2% | ? | -4% | i | -2%
O=C1NC(=Nc2ccccc2)CS1 | 1% | -1% | 0% | 0.8% | 5%
O=C(c1ccco1)n1nc(-c2ccccc2)nc1SCc1ccccc1 | 3% | 29% | 0% | 6.9% | -2%
COc1ccc(N(C(=O)c2ccccc2C)S(=O)(=O)c2cccs2)cc1 | 7% | 9% | -2% | 6.1% | -1%
Nc1nnnn1/N=C/c1ccccc1OCc1ccc(Cl)cc1Cl | -9% | 4% | 2% | 0.7% | 15%
CCOc1cc(CN2CCCC(N3CCc4ccccc4C3)C2)ccc1O (centres undefined) | 8% | 6% | 5% | i | 2%
Cc1nnc(SCC(=O)N2CCC(C(=O)Nc3nccs3)CC2)n1Cc1ccccc1 | · | · | 8% | 6.1% | ·
C=CCc1c(C)nc(SCC(N)=O)[nH]c1=O | 7% | 12% | -1% | 1.9% | 5%
CN(C)c1ccc(C2C=C(c3ccc(Cl)cc3OC(F)F)Nc3ncnn32)cc1 (centres undefined) | 63% | 32% | -30% | 5.0% | -11%
O=C(COC(=O)c1ccc(Br)o1)NCCCc1ccccc1 | 4% | 6.5µM* | 3% | 0.1% | -12%
COc1ccc2c3c(ccc2c1)C(=O)/C(=C/O)CC3 | · | · | -14% | 4.5% | ·
CN1C(=CC=C2C=C(I)C(=O)C(I)=C2)C(C)(C)c2ccccc21 | · | · | 1% | 0.6% | ·
COC(=O)Cc1nnc(Nc2cccc(C)c2)c2ccccc12 | -2% | 11% | -18% | 0.9% | 9%
Cc1cccc(N(Cc2cc(=O)[nH]c3ccccc23)C(=O)CCl)c1 | 55% | -18% | -2% | >25µM* | -5%
Cc1ccc(C(=O)C2=C(O)C(=O)N(c3ncccn3)C2c2ccccc2F)o1 (centres undefined) | -3% | 11% | 1% | 2.2% | -19%
CSc1nnc(-c2sc3cc(C(F)(F)F)cnc3c2-c2ccccn2)n1C | -1% | 1% | -17% | 1.0% | 1%
COc1ccccc1-n1cc(C(=O)N2CCCC(CO)(Cc3ccccc3C)C2)cn1 (centres undefined) | 25% | 21% | 8% | 8.1% | 2%
CCCNC(=S)N1CCC(NC(=O)c2ccc(OC)cc2)CC1 | 5% | -4% | -1% | 0.1% | -3%
O=S(=O)(c1ccccc1)N1CCc2ccccc2C1 | 5% | 5% | -4% | i | -5%
C/C(=N/NC(=O)CSc1nc2ccccc2n1C)c1ccco1 | -3% | -2% | 17% | 2.5% | -18%
O=C(CN1/C(=C(/O)c2ccccc2)C(=O)c2ccccc2S1(=O)=O)c1ccccc1 | -1% | 53% | 5% | 6.8% | 8%
Cn1c(=O)n(C)c2cc([N+](=O)[O-])c(N3CCN(S(C)(=O)=O)CC3)cc21 | 4% | -5% | -3% | i | -7%
CCn1cc(C(=O)O)c(=O)c2cc(F)c(N3CCN(C(=S)NC(=O)c4cccc(F)c4)CC3)cc21 | -2% | ? | 3% | 2.8% | 19µM*
CCOc1ccc2c(c1)C(c1ccccc1)=NNC(c1ccccc1)=N2 | -2% | 4% | 4% | 2.0% | -5%
O=C(COC(=O)C12CC3CC(CC(C3)C1)C2)NCc1ccccc1 | 7% | 29% | -9% | 1.8% | ·
CN1C(=O)C(=Cc2ccc(N3CCOCC3)o2)C(=O)N(C)C1=S | 7% | 75% | 9% | 0.1% | -7%
COC(=O)c1cc2cc(Cl)ccc2nc1SC | -10% | -2% | -3% | 1.4% | 10%
CCOC(=O)N1CCC(N(CCN(C)C)C(=S)Nc2cccc(C)c2)CC1 | 4% | -15% | 0% | 2.7% | -8%
CC(Sc1nncn1C)C(=O)Nc1nnc(-c2ccccc2)s1 (centres undefined) | -2% | 22% | -13% | 8.4% | -12%
COc1cc(OC)c2ccc(=O)oc2c1C(CC(=O)N1CCN(c2ccccc2)CC1)c1ccc2c(c1)OCO2 (centres undefined) | 38% | -3% | 11% | 3.9% | 3%
CC(C(=O)OCC(=O)Nc1cccc(S(=O)(=O)N(C)C)c1)N1C(=O)c2ccccc2C1=O (centres undefined) | -2% | 6% | 11% | 0.9% | 2%
O=C(CC1Nc2ccccc2NC1=O)NCC1COc2ccccc2O1 (centres undefined) | -1% | -5% | 7% | 8.2% | 13%
COc1ccc(NC(=O)OCCN2CCN(Cc3ccccc3)CCC2=O)cc1 | 2% | 14% | 2% | 0.8% | -1% | inhibitors of VEEV 10K pilot screen=1.0
COc1ccccc1C(=O)N/N=C/c1ccc2c(c1)OCO2 | 2% | -2% | -6% | 3.1% | 9%
CCOc1ccc(CNC(=O)C2CCN(c3nnc(C)c4c(C)n(-c5ccc(C)cc5)nc34)CC2)cc1 | 15% | 49% | -4% | i | -3%
CN(CC(=O)NCc1ccncc1)S(=O)(=O)c1ccc(Cl)cc1 | 4% | 12% | -5% | 0.9% | -30%

The closing six records of the section before open the next one:
SMILES | M. tuberculosis HTS | tuberculosis growth | H1N1 NS1A inhibition | inhibitors of VEEV | Salmonella PhoP GFP | others
CC(C(=O)OCC(=O)Nc1cccc(S(=O)(=O)N(C)C)c1)N1C(=O)c2ccccc2C1=O (centres undefined) | -2% | 6% | 11% | 0.9% | 2%
O=C(CC1Nc2ccccc2NC1=O)NCC1COc2ccccc2O1 (centres undefined) | -1% | -5% | 7% | 8.2% | 13%
COc1ccc(NC(=O)OCCN2CCN(Cc3ccccc3)CCC2=O)cc1 | 2% | 14% | 2% | 0.8% | -1% | inhibitors of VEEV 10K pilot screen=1.0
COc1ccccc1C(=O)N/N=C/c1ccc2c(c1)OCO2 | 2% | -2% | -6% | 3.1% | 9%
CCOc1ccc(CNC(=O)C2CCN(c3nnc(C)c4c(C)n(-c5ccc(C)cc5)nc34)CC2)cc1 | 15% | 49% | -4% | i | -3%
CN(CC(=O)NCc1ccncc1)S(=O)(=O)c1ccc(Cl)cc1 | 4% | 12% | -5% | 0.9% | -30%
Clc1ccc(OCCSc2ncccn2)cc1 | 3% | 43% | -7% | 3.8% | -6%
C/C(=N\Nc1cccc(Cl)c1)c1ccncc1 | ? | 30% | 6% | 3.7% | -11%
Cn1ccc(=S)c2ccccc21 | -4% | 5% | 6% | 0.5% | -2%
COc1cccc(-n2nnnc2SCC(=O)Nc2ccc(OC)cc2OC)c1 | -2% | 7% | -5% | 2.8% | 1%
O=C1CC(=O)Nc2cc(S(=O)(=O)N3CCN(c4cccc(C(F)(F)F)c4)CC3)ccc2N1 | 4% | 31% | -5% | 6.3% | -4%
Cc1cc(N=Nc2ccccc2C)ccc1N | ? | 56% | 34% | 0.6% | 2%
CCN(C(=O)COC(=O)/C(=C/c1ccccc1)NC(C)=O)c1c(N)n(Cc2ccccc2)c(=O)[nH]c1=O | · | · | 0% | 1.4% | ·
CC12CCC(=O)N1C(C(=O)Nc1cc(Cl)ccc1N1CCCC1)CS2 (centres undefined) | 0% | 30% | -6% | 1.2% | ·
O=C(CCn1c(=O)c2ccccc2n(Cc2ccccc2)c1=O)NC1CCN(Cc2ccccc2)CC1 | -6% | 25% | -22% | 1.2% | 8%
O=C(O)C(Cc1cnc[nH]1)NS(=O)(=O)c1ccc(Cl)cc1 (centres undefined) | 1% | -12% | -7% | 0.7% | 3%
CC1(C)Cc2c(C#N)c(N)sc(=S)c2CS1 | -2% | 25% | 4% | 1.1% | 0%
CCOc1ccc(NC(=NCc2ccc3c(c2)OCO3)SC2CC(=O)N(c3ccccc3)C2=O)cc1 (centres undefined) | 11% | -9% | 2% | 1.0% | -5%
CCCc1nn(C)c(C(=O)Nc2ccc(Cl)cc2)c1Cl | 6% | 1% | 2% | 0.7% | 10%
NC(=S)Nc1ccc(C(F)(F)F)cc1Cl | -5% | 50% | 8% | 3.9% | 6%
NS(=O)(=O)c1ccc(NC(=S)NC(=O)C2CCCC2)cc1 | -3% | 14% | 0% | 1.6% | -1%
Cc1cccc(C)c1NC(=O)CN(C)C(=O)CCC(=O)N1CCOCC1 | -7% | 4% | -2% | 0.2% | ·
COc1ccc(CNC(=O)c2ccc(-c3ccccc3)cc2)cc1OC | 0% | 48% | 1% | i | -3% | inhibitors of VEEV 10K pilot screen=2.3
COc1ccc(-c2cc(C(F)(F)F)n3nc(C(=O)O)nc3n2)cc1 | 9% | 14% | 7% | 0.7% | -5%
COc1cc(C)c(Cl)cc1S(=O)(=O)N1CCSC1 | 5% | 1% | -4% | i | 1%
COc1ccc(C)cc1NC(=O)Nc1ccccc1 | 5% | 3% | 3% | 6.9% | 10%
COc1ccc(-c2nn(-c3ccccc3)cc2/C=C/C(=O)OCC(=O)Nc2ccc(C#N)cc2)cc1 | 2% | 8% | 3% | 0.8% | -4%
O=C(Nc1ccccc1)c1ccc(C(=O)Nc2ccccc2)nc1 | 17% | 20% | -7% | i | -9%
Nc1ncnc2nc(SCC(=O)N3CCN(c4ccccc4)CC3)[nH]c12 | -8% | 6% | 3% | 3.1% | -4%
COc1ccc(C2(c3ccc(OC)cc3)NC(=O)N(CC(=O)NC3(C#N)CCCC3)C2=O)cc1 | -5% | 13% | -6% | 1.3% | ·
CN(CC(=O)Nc1ccccc1Cl)C(=O)COC(=O)c1ccc(-c2ccc(O)cc2)cc1 | 3% | 14% | -4% | 1.2% | ·
COc1ccccc1NC(=O)Nc1nnc(CC(=O)Nc2cccc(C)c2)s1 | -2% | -3% | 15% | 1.4% | 15%
NS(=O)(=O)c1ccc(NC(=S)Nc2nn(Cc3ccc(Cl)cc3Cl)cc2Cl)cc1 | 12% | ? | 3% | 5.4% | -6%
Cc1c(Nc2ccc(C=O)cc2)c(=O)n(-c2ccccc2)n1C | -1% | -6% | -2% | 2.0% | 0%
CCC1(C)Cc2ccccc2-c2nc(SC)[nH]c(=O)c21 (centres undefined) | 5% | -3% | 5% | 1.1% | 1%
Cc1ccc(N2C(=O)C(Cc3ccc(O)cc3)NC2=S)cc1C (centres undefined) | 3% | 28% | 22% | i | 4%
COc1ccc(CCCC(=O)NCCc2ccccc2)c(C)c1 | 1% | 70% | -28% | i | -5%
Cc1cccc(Nc2nnc(SCC(=O)Nc3ccccc3[N+](=O)[O-])s2)c1 | 58% | ? | 0% | 1.6% | -4%
O=C(CN1CCCC1)NC(=O)NC1CCCC1 | 6% | 15% | -3% | 2.5% | -23%
CCOC(=O)C1CCN(C(=O)Cc2cccc3ccccc23)CC1 | -4% | 7% | 1% | 0.4% | -2% | inhibitors of VEEV 10K pilot screen=0.8
Cc1ccc(C(=O)NC2CCN(CC(=O)Nc3ccccc3Cl)CC2)cc1 | 52% | 7% | -9% | i | -4%
CC1(c2ccc3c(c2)OCCCO3)NC(=O)N(CC(=O)Nc2cccc(C#N)c2)C1=O (centres undefined) | 3% | 9% | -15% | 2.3% | ·
CCCCC(=O)N=c1sc2cc([N+](=O)[O-])ccc2n1C | 5% | -7% | 8% | i | -3%
CCN1C(=O)c2cccc3c(NC(=O)c4ccc(OC)c(OC)c4)ccc1c23 | -12% | · | 7% | 12% | -11%
COc1ccc(C(C(=O)NC2CCCC2)N(Cc2cccs2)C(=O)c2ccn[nH]2)cc1OC (centres undefined) | -5% | 9% | -5% | 0.2% | -6%
NCCCC[C@@H]1NC(=O)c2cc([N+](=O)[O-])cc(F)c2NCCCC[C@@H](C(N)=O)NC(=O)CNC1=O | -3% | 7% | -12% | 0.8% | 6%
COCCn1c(O)c(/C=N/NC(=O)CSC(=S)N2CCCC2)c(=O)[nH]c1=S | -6% | ? | -3% | 4.6% | ·

Three entries already listed, arranged by length of the SMILES, ascending.
SMILES | M. tuberculosis HTS | tuberculosis growth | H1N1 NS1A inhibition | inhibitors of VEEV | Salmonella PhoP GFP | others
O=C(Nc1ccccc1)c1ccc(C(=O)Nc2ccccc2)nc1 | 17% | 20% | -7% | i | -9%
NS(=O)(=O)c1ccc(NC(=S)Nc2nn(Cc3ccc(Cl)cc3Cl)cc2Cl)cc1 | 12% | ? | 3% | 5.4% | -6%
CC1(c2ccc3c(c2)OCCCO3)NC(=O)N(CC(=O)Nc2cccc(C#N)c2)C1=O (centres undefined) | 3% | 9% | -15% | 2.3% | ·

Assay outcomes deposited in PubChem BioAssay by Southern Research Specialized Biocontainment Screening Center.
